# Bioassay records deposited in PubChem BioAssay by National Center for Advancing Translational Sciences (NCATS).
# 12-LOX inh: Primary qHTS assay for inhibitors of human arachidonate 12S-lipoxygenase (ALOX12): Round 2 | Polyunsaturated fatty acid lipoxygenase ALOX12 (Homo sapiens), P18054 | purified 12hLO, xylenol orange hydroperoxide absorbance | Potency, µM (doses to about 108 µM), inactives show at the top dose activity change, negative = inhibition, actives largely listed as inhibitors | actives 1.1% (n = 580,000) | AID 1671190, 2021; active = well fitted inhibition curve with a large enough effect; inconclusive = small, poorly fitted or top-dose-only effect, or another doubt; inactive = no such curve, though single readings can be large or run the other way
# Target sequence (P18054 whole entry, looked up): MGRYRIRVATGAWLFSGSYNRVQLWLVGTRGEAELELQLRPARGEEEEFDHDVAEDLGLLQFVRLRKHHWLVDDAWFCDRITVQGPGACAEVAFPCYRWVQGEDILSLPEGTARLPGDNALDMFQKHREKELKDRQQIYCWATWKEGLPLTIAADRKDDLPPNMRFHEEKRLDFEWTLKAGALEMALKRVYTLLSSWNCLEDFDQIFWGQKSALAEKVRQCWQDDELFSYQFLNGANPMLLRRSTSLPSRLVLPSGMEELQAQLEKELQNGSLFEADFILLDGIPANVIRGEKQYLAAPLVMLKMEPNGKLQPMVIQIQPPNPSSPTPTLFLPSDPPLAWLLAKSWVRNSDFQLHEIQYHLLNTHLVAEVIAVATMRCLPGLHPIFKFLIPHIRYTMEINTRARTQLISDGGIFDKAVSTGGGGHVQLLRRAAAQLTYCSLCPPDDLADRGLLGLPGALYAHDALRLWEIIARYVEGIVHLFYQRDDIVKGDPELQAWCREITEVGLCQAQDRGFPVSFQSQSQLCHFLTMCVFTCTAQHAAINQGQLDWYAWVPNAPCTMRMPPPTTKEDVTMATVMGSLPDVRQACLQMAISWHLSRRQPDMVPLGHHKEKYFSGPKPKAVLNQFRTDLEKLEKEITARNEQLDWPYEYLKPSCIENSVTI
#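 Purified human 12hLO (150 nM final) in 25 mM Hepes, 0.01% Triton X-100, pH 7.0 was preincubated 15 min at room temperature with compound. Then 40 uM arachidonic acid was added, 30 min. Hydroperoxide was read by Fe-XO absorbance ratio 573/405 nm.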
# * = called active by the depositor; ? = inconclusive; [ ] = remark or other dose. % is set by controls: 0 for no effect and ±100 for the full control effect; potency is the fitted concentration of half-maximal effect. An excerpt. The share of hits here may be higher or lower than overall.
SMILES | 12-LOX inh
CCCNC1CCc2ccccc2C1 (centres undefined) | 71.6%[activator]
CCn1cc(C(=O)Cn2cnc3ccccc32)c2ccccc21 | 17.8%
COc1ccc(S(=O)(=O)NC[C@H]2C[C@@H]3CCN2C[C@@H]3CN2CCCCC2)cc1 | ?
CC(=O)NC[C@H]1C[C@@H]2CCN1C[C@@H]2c1cc(-c2cccs2)nc(C)n1 | 41.4%[activator][176 µM]
OCC1CN(C2CCC2)CC12CCN(Cc1ccncc1)CC2 (centres undefined) | 111.5%[activator]
COc1cc2c(cc1OCc1ccccc1)N([S+](=O)([O-])c1ccc3c(c1)CCO3)CC21CCN(C)CC1 | ?
COc1ccc(-c2cc([C@H]3CN4CC[C@H]3C[C@@H]4CNC(=O)N3CCOCC3)nc(C)n2)cc1OC | -4.4%
CCCNC(=O)N1[C@@H]2Cn3c(cccc3=O)[C@H]1[C@@H](C(=O)OC)[C@@H]2CO | -9.4%
N#Cc1ccc(NC(=O)Cc2ccc3c(c2)CCC3)cc1Cl | ?
CCn1c(C2CCCNC2)nn(C)c1=O (centres undefined) | 27.4%
O=C(NC[C@H]1C[C@@H]2CCN1C[C@@H]2CN1CCN(c2ccccn2)CC1)Nc1ccccc1 | 65.3%[activator][176 µM]
CSCC(=O)N1C[C@@H]2C[C@H](C1)c1c(-c3ccc(SC)cc3)ccc(=O)n1C2 | 2.9%[176 µM]
O=C(COC(=O)C(O)(c1ccccc1)c1ccccc1)c1c[nH]c2ccccc12 | -25.2%
Cn1nc(-c2ccccc2)cc1[C@H]1CN2CC[C@H]1C[C@@H]2CNC(=O)Nc1ccccc1 | -2.7%[176 µM]
O=C1Nc2ccccc2CNC12CCN(Cc1ccncc1)CC2 | ?
O=c1c(-c2cccs2)ccc2n1C[C@H]1C[C@@H]2CN(Cc2cc3ccccc3o2)C1 | ?
CC[C@H]1CN2CC[C@H]1C[C@@H]2COC(=O)Nc1ccc(C(C)(C)C)cc1 | 44.7µM*
O=C(O)c1cn(Cc2ccc(F)cc2)nn1 | -0.9%
O=C(O)c1cc(I)cc(I)c1I | ?
O=C(NCc1ccc(F)cc1)[C@H]1CN2CCC1C[C@@H]2Cn1cc(C2(O)CCCCC2)nn1 (some centres undefined) | 11.1%
COc1ccccc1CNC(=O)[C@H]1CN2CCC1C[C@@H]2Cn1cc(-c2cccc(N)c2)nn1 (some centres undefined) | 101.5%[activator]
CC(=O)N1CCC(C(=O)N2CCC3(CC2)NCc2ccccc2-n2ccnc23)CC1 | 8.6%
N#Cc1cccc(NC(=O)N2C[C@@H]3C[C@H](C2)c2c(-c4ccccc4)ccc(=O)n2C3)c1 | 15.6%[176 µM]
Cc1cc(C(=O)C(C)(C)NO)ccc1Cl | ?
CC(=O)Nc1ccc(S(=O)(=O)N2C[C@@H]3C[C@H](C2)c2c(-c4cccs4)ccc(=O)n2C3)cc1 | ?
NC(N)=NC(N)=NCc1cccnc1 | ?
O=S(=O)(NC[C@H]1C[C@@H]2CCN1C[C@@H]2CN1CCc2ccccc21)c1ccccc1 | 20.0%[176 µM]
CCC1(N2CCN(C(=O)COc3cccc(Cl)c3)CC2)CCN(C(=O)NC)C1 (centres undefined) | 63.6%[activator]
CCOc1ccc(CN2CCN(c3cccc(C)c3C)CC2)cc1 | -20.3%
O=c1ccc(-c2ccccc2F)c2n1C[C@H]1C[C@@H]2CN(S(=O)(=O)c2ccccc2)C1 | 48.4%[activator][176 µM]
FC(F)(F)CN1C2CCC1CN(c1nncc3ccccc13)C2 | 7.1%[6.33 µM]
COc1ccc(CC(C)N)cc1 (centres undefined) | 5.2%
Cc1cc(CN2CCC3CC(=O)NCCC3C2)no1 (centres undefined) | 4.1%[12.5 µM]
Cc1[nH]c2ccc(C34CC5CC(CC(C5)C3)C4)cc2c1CCN | 31.6µM*
CCCS(=O)(=O)NC[C@H]1C[C@@H]2CCN1C[C@@H]2c1cc(-c2ccccc2Br)nc(C)n1 | 64.5%[activator]
CC(C(N)=O)N1CC=C(c2c[nH]c3ccccc23)CC1 (centres undefined) | ?
CCOCC(=O)N1CCC2(CC1)c1nccn1-c1ccccc1CN2CC(C)C | 36.8%[activator]
O=S1(=O)NCC2(CCN(Cc3ccc(Cl)s3)C2)Oc2ncccc21 (centres undefined) | 3.2%[6.33 µM]
COc1cccc([C@H]2CN(C(=O)Cc3cnc[nH]3)[C@@H]3C4CCN(CC4)[C@H]23)c1 | 1.3%
CC[C@H]1CN2CC[C@H]1C[C@@H]2CNS(=O)(=O)c1ccc(Cl)cc1 | 32.2%[activator][176 µM]
COc1ccc(CC(=O)Nc2ccc(N3CCC(NC(C)Cc4cccnc4)CC3)cc2)cc1 (centres undefined) | 13.0%
Cn1nc(-c2ccc3ccccc3c2)cc1[C@H]1CN2CC[C@H]1C[C@@H]2CNC(=O)c1ccco1 | 23.8%
COc1ccccc1-c1cc([C@H]2CN3CC[C@H]2C[C@@H]3COC(=O)Nc2ccc(C(C)C)cc2)nc(C)n1 | 44.7µM*
Cc1ccc(C(=O)NC[C@H]2C[C@@H]3CCN2C[C@@H]3c2cc(C3CCCCC3)nn2C)cc1 | 2.8%[176 µM]
COc1cc2c(cc1OCc1cccnc1)N(C(=O)Cc1cccc(Cl)c1)CC21CCN(CC(=O)O)CC1 | 20.5%
Cc1nc(-c2ccc(F)cc2)cc([C@H]2CN3CC[C@H]2C[C@@H]3CNS(=O)(=O)Cc2ccccc2)n1 | 28.2%
CN1CCC(C(=O)N2C3CCC2CN(Cc2cccnc2)C3)CC1 | 6.1%[6.33 µM]
O=C(NC1CCCCC1)N1C[C@@H]2C[C@H](C1)c1c(-c3cncnc3)ccc(=O)n1C2 | 16.1%[176 µM]
CCN1C[C@]2(C)CC[C@H](OC)[C@@]34[C@H]1C1(OCO[C@@]15C[C@H](OC)C1C[C@]3(O)C5[C@H]1OC)[C@@H](O)[C@H]24 | -1.1%
CCCS(=O)(=O)NC[C@H]1C[C@@H]2CCN1C[C@@H]2c1cc(-c2ccccc2)nc(C)n1 | 3.4%[176 µM]

smiles: C[C@@H]1CNCCN1c1ccc(N2CC[C@H](O)C2)c(C#N)c1
  12-LOX inh: -27.7%
smiles: Cn1nc(-c2ccc3ccccc3c2)cc1[C@H]1CN2CC[C@H]1C[C@@H]2CNS(=O)(=O)c1cccs1
  12-LOX inh: 55.2%[activator]
smiles: Fc1ccc(CCNCc2ccco2)cc1
  12-LOX inh: -24.6%
smiles: Cc1ccc2c(c1)Sc1ccc(C)cc1S2
  12-LOX inh: 0.4%
smiles: CCCS(=O)(=O)NC[C@H]1C[C@@H]2CCN1C[C@@H]2c1cc(-c2ccccc2)nn1C
  12-LOX inh: 67.6%[activator][176 µM]
smiles: Cn1nc(-c2ccc3ccccc3c2)cc1[C@H]1CN2CC[C@H]1C[C@@H]2COC(=O)Nc1cccc(C(F)(F)F)c1
  12-LOX inh: 16.1%
smiles: Cc1nn(-c2ccc(F)cc2)c2c1C(c1cccnc1)SCC(=O)N2 (centres undefined)
  12-LOX inh: ?
smiles: C=C[C@H]1CN2CC[C@H]1C[C@@H]2CNC(=O)c1ccc(F)c(Cl)c1
  12-LOX inh: 54.8%[activator][176 µM]
smiles: COc1ccc(C2=NCC(=O)N(CC(=O)Nc3ccc(F)cc3)c3sc4c(c32)CCCC4)cc1
  12-LOX inh: -3.7%
smiles: COc1cc2c(cc1OC1CCCC1)NC(=O)C21CCN(c2nc(C)cc(C)n2)CC1
  12-LOX inh: 2.6%[176 µM]

# Brought forward from above: 2 entries, followed by the next part.
smiles: COc1ccc(C2=NCC(=O)N(CC(=O)Nc3ccc(F)cc3)c3sc4c(c32)CCCC4)cc1
  12-LOX inh: -3.7%
smiles: COc1cc2c(cc1OC1CCCC1)NC(=O)C21CCN(c2nc(C)cc(C)n2)CC1
  12-LOX inh: 2.6%[176 µM]
smiles: Cc1nc(-c2ccc(F)cc2)cc([C@H]2CN3CC[C@H]2C[C@@H]3CNC(=O)c2ccco2)n1
  12-LOX inh: 31.7%[activator][176 µM]
smiles: c1cc(-c2nnc(C3CNCC34CCOCC4)o2)ccn1 (centres undefined)
  12-LOX inh: 62.7%[activator]
smiles: CCC1CCCCN1C(=O)CCl (centres undefined)
  12-LOX inh: -46.6%
smiles: O=c1ccc(-c2ccc(Cl)cc2)c2n1C[C@H]1C[C@@H]2CN(S(=O)(=O)c2cccs2)C1
  12-LOX inh: ?
smiles: CN1Cc2ccccc2-n2ccnc2C12CCN(C(=O)c1cccc(Cl)c1)CC2
  12-LOX inh: 14.6%
smiles: CCCSc1ncc(CN2CCCC3(CCNC3)C2)cn1 (centres undefined)
  12-LOX inh: ?
smiles: CC(C)CCN1CC2ON=C(C(=O)O)C2C1 (centres undefined)
  12-LOX inh: -21.2%[12.5 µM]
smiles: O=C1CO[C@H]2CN(Cc3ccccn3)C[C@H]2N1
  12-LOX inh: 100.2%[activator][176 µM]
smiles: O=C(NC(NC(c1ccccc1)C(Cl)Cl)C(Cl)(Cl)Cl)c1ccccc1 (centres undefined)
  12-LOX inh: ?
smiles: CC1CCC(NC(=O)c2cn(C)c3ccccc23)CC1 (centres undefined)
  12-LOX inh: 17.8%

# Brought forward from above: 7 entries; new compounds follow.
smiles: O=c1ccc(-c2ccc(Cl)cc2)c2n1C[C@H]1C[C@@H]2CN(S(=O)(=O)c2cccs2)C1
  12-LOX inh: ?
smiles: CN1Cc2ccccc2-n2ccnc2C12CCN(C(=O)c1cccc(Cl)c1)CC2
  12-LOX inh: 14.6%
smiles: CCCSc1ncc(CN2CCCC3(CCNC3)C2)cn1 (centres undefined)
  12-LOX inh: ?
smiles: CC(C)CCN1CC2ON=C(C(=O)O)C2C1 (centres undefined)
  12-LOX inh: -21.2%[12.5 µM]
smiles: O=C1CO[C@H]2CN(Cc3ccccn3)C[C@H]2N1
  12-LOX inh: 100.2%[activator][176 µM]
smiles: O=C(NC(NC(c1ccccc1)C(Cl)Cl)C(Cl)(Cl)Cl)c1ccccc1 (centres undefined)
  12-LOX inh: ?
smiles: CC1CCC(NC(=O)c2cn(C)c3ccccc23)CC1 (centres undefined)
  12-LOX inh: 17.8%
smiles: COc1ccc(-c2cc([C@H]3CN4CC[C@H]3C[C@@H]4CNC(=O)c3ccc(C)cc3)n(C)n2)cc1OC
  12-LOX inh: 11.4%
smiles: CN1CCOC[C@H]2CCN(C(=O)c3ccncc3)C[C@H]21
  12-LOX inh: -6.4%
smiles: O=C(NCCN1CCC2(CC1)C(=O)NCN2c1ccccc1)c1ccc(Cl)cc1
  12-LOX inh: ?
smiles: O=C(c1ccccc1)N1CCC(C(=O)O)(c2ccccc2)CC1
  12-LOX inh: -3.2%[6.33 µM]
smiles: CN1C(=O)C2(CCN(Cc3cccnc3)C2)c2ccccc21 (centres undefined)
  12-LOX inh: 37.9%[activator][176 µM]
smiles: CC(=O)NCCNC(=O)[C@H]1CN2CCC1C[C@@H]2Cn1cc(CSc2ccccc2)nn1 (some centres undefined)
  12-LOX inh: 8.9%
smiles: CC[C@H]1CN2CC[C@H]1C[C@@H]2CNS(=O)(=O)c1cccc(C#N)c1
  12-LOX inh: 35.6%[176 µM]
smiles: O=C(c1ccccc1)N1CCN(C/C=C/c2ccccc2)CC1
  12-LOX inh: -13.1%
smiles: CN(C)c1ccc(C(=O)NC[C@H]2C[C@@H]3CCN2C[C@@H]3CN2CCN(c3ccc(F)cc3)CC2)cc1
  12-LOX inh: 62.8%[activator]
smiles: CN(CCc1ccccn1)C[C@H]1CN2CC[C@H]1C[C@@H]2CNS(=O)(=O)c1ccc(Cl)cc1
  12-LOX inh: 15.0%

smiles: O=C1NC2(CCN(Cc3ccccn3)C2)OCc2ccccc21 (centres undefined)
  12-LOX inh: 47.4%[176 µM]
smiles: CCCn1c(C)c(C(=O)NC2CCCCC2)c2cc(OC)ccc21
  12-LOX inh: -12.0%
smiles: COc1ccc([C@@H]2CN(c3nccc(C)n3)[C@@H]3C4CCN(CC4)[C@@H]32)cc1
  12-LOX inh: 48.2%[activator]
smiles: CCCNC(=O)OC[C@H]1C[C@@H]2CCN1C[C@@H]2c1cc(-c2ccc(OC)c(OC)c2)nn1C
  12-LOX inh: -4.5%
smiles: CC[C@H]1CN2CC[C@H]1C[C@@H]2CNC(=O)COc1ccccc1
  12-LOX inh: 69.4%[activator][176 µM]
smiles: Cc1ncc2c(n1)C[C@@H]1CC[C@H]2N1C(=O)C1CCCC1
  12-LOX inh: 32.9%[activator]
smiles: Cc1nc(-c2ccco2)cc([C@H]2CN3CC[C@H]2C[C@@H]3CNC(=O)c2ccccc2)n1
  12-LOX inh: 86.5%[activator][176 µM]
smiles: ON1C2CCCCC2N(O)C1c1ccco1 (centres undefined)
  12-LOX inh: ?
smiles: CCCCc1cn(C[C@H]2C[C@@H]3CCN2C[C@@H]3C(=O)Nc2nccs2)nn1
  12-LOX inh: 3.9%[176 µM]

# A draw from above in order of number of heavy atoms, rising:
smiles: CC[C@H]1CN2CC[C@H]1C[C@@H]2CNC(=O)COc1ccccc1
  12-LOX inh: 69.4%[activator][176 µM]
smiles: CCCn1c(C)c(C(=O)NC2CCCCC2)c2cc(OC)ccc21
  12-LOX inh: -12.0%
smiles: CCCCc1cn(C[C@H]2C[C@@H]3CCN2C[C@@H]3C(=O)Nc2nccs2)nn1
  12-LOX inh: 3.9%[176 µM]
